Screening results from PubChem.
Apaf1 inhib: inhibitors of human Apaf-1 apoptosome. AID 489030. inhibition, % at 20 µM. reconstituted apoptosome caspase-3 activity, DEVD-Rh110 fluorescence. O14727. actives 0.71% (n = 330,000); active means inhibition of at least 40% at 20 µM;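 further: plate controls were DMSO wells for no effect and DEVD-CHO caspase inhibitor wells for full effect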
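Material: cell-free apoptosome with Apaf-1, procaspase-3 and caspase-9; Buffer or medium: Hepes pH 7.5 with detergent and BSA; Reagent: cytochrome c trigger plus (Z-DEVD)2-Rh110 caspase-3 substrate; Times: compound with Apaf-1, dATP, procaspase-3 30 min, then 50 min reaction, room temperature; Technique: Rh110 fluorescence intensity.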
SENP8 block-1: blocks the human protease SENP8; inhibition, % at 10 µM; actives 1.2% (n = 330,000); Q96LD8; purified SENP8, Z-RLRGG-aminoluciferin cleavage, luminescence; AID 2540; in the data active means inhibition above about 50%
Target sequence (Q96LD8 whole entry, looked up): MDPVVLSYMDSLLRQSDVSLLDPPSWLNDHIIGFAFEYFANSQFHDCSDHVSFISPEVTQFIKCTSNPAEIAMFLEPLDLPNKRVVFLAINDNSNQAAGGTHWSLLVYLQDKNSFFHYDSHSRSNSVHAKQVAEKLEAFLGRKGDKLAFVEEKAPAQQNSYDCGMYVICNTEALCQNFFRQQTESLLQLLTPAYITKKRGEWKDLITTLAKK
SENP6 block: inhibitors of human SENP6 protease; Q9GZR1; actives 1.8% (n = 330,000); Recombinant SENP6 catalytic domain, aminoluciferin luminescence; AID 2599; inhibition, % at 10 µM;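 active means inhibition above about 50% at the single tested dose, limit read from the data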;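 further: plate controls were DMSO wells with enzyme for no effect and DMSO wells lacking enzyme for full effect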
APOBEC3G inh: blocks human APOBEC3G single-stranded DNA deamination; Q9HC16; recombinant A3G, ssDNA deamination FAM/TAMRA fluorescence; inhibition, % at 20 µM; actives 0.28% (n = 330,000);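 active means inhibition of at least 40% at 20 µM, with no more than 30% in the related APOBEC3A deaminase screen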;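 further: plate controls were DMSO wells with A3G for no effect and wells lacking A3G enzyme for full effect; some compounds called inactive have numbers as strong as hits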
UBC13 inh: human UBC13 polyubiquitination inhibition; inhibition, % at 20 µM; actives 0.47% (n = 330,000); UBC13 polyubiquitin chain formation, TR-FRET; in the data active means inhibition above about 45%, passing the limit was not always enough
Target sequence (P61088 whole entry, looked up): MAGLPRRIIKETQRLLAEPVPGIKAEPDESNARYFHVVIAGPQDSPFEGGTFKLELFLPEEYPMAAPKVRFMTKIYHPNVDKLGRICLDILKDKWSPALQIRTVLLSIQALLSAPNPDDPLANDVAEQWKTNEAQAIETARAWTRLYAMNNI
SENP7 inh: SENP7 protease inhibition; AID 434973; recombinant SENP7, Z-RLRGG-aminoluciferin luminescence, 40 min; inhibition, % at 5 µM; actives 1.5% (n = 330,000); Q9BQF6;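 active means inhibition above about 50% at the single test dose, limit read from the data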;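 further: plate controls were DMSO with enzyme for no effect and no enzyme buffer wells for full effect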
Target sequence (Q9BQF6 706-1050 limits assumed): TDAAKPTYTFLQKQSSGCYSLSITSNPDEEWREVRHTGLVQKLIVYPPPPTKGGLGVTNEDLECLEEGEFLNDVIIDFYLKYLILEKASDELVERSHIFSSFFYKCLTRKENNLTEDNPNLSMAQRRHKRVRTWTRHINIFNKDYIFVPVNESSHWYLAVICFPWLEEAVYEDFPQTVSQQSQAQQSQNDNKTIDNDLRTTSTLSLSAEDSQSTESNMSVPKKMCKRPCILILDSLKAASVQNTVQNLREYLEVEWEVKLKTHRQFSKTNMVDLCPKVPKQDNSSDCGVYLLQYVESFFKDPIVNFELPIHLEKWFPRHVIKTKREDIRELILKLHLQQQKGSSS
SENP8 block-2: blocks human SENP8 cleavage of Nedd8 substrate. AID 602440. inhibition, % at 20 µM. Q96LD8. recombinant SENP8, Nedd8 substrate fluorescence. actives 0.64% (n = 360,000); in the data active means inhibition mostly above about 40%, no sharp cut-off; inactive means mostly below about 27%
SENP1 inh: blocks the human SENP1 SUMO protease catalytic domain | Q9P0U3 | recombinant SENP1 catalytic domain, CyPet-SUMO1-YPet FRET cleavage | inhibition, % at 10 µM | actives 0.21% (n = 360,000) | AID 624204;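 active means inhibition at least 30% at 10 µM, raw YFP signal under a set limit, fluorescence ratio 0.5 to 1.5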;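 further: 0% = enzyme with DMSO and 100% = no enzyme wells; some results filed as inactive read as strong as hits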
Target sequence (Q9P0U3 419-644 limits assumed): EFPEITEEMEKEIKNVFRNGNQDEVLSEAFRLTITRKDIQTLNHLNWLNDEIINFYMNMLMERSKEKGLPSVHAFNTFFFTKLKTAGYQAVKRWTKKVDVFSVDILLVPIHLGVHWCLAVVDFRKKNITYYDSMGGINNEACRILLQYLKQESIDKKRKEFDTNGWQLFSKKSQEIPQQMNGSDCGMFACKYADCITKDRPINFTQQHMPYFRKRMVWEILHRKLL
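Material – human SENP1 catalytic domain · Input – SENP1 enzyme, 20 pM final · Compound dosing – single concentration of 10 µM compound, 0.5% DMSO final · Timing – enzyme reaction for 50 min at room temperature, dark · Measured by – FRET fluorescence in CFP and YFP emission channels · Control set – no-enzyme wells low, DMSO-plus-enzyme wells high control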
The depositor's hits bear a star.

What do the screens show for `Cc1ccc(Cc2ccc(C(=O)NNC(N)=S)o2)cc1`?
Apaf1 inhib: 4; SENP8 block-1: 13; SENP6 block: -11; APOBEC3G inh: -2; UBC13 inh: 0; SENP7 inh: 10; SENP8 block-2: 0; SENP1 inh: 0

How did O=C(Nc1ccc2ccccc2c1)c1cnccn1 do in these assays?
Apaf1 inhib: 15; SENP8 block-1: 42; SENP6 block: 65*; APOBEC3G inh: -3; UBC13 inh: -22; SENP7 inh: 75*; SENP8 block-2: -13; SENP1 inh: -2

How did CC1CC(C)(C)NC(=S)N1CCC(=O)N1c2ccccc2CC1C (stereo unspecified) do in these assays?
Apaf1 inhib: 0; SENP8 block-1: 1; SENP6 block: -16; APOBEC3G inh: -5; UBC13 inh: 1; SENP7 inh: 20; SENP8 block-2: 18; SENP1 inh: 0

Results for COC(=O)CSc1nc(NC#N)nc(NC(C)(C)C)n1 ?
Apaf1 inhib: -16; SENP8 block-1: -2; SENP6 block: 0; APOBEC3G inh: -7; UBC13 inh: 0; SENP7 inh: 9; SENP8 block-2: 30; SENP1 inh: -2

How did Cc1ccc(S(=O)(=O)/N=C(/Nc2ccc3[nH]c(=O)[nH]c3c2)c2ccc(F)cc2)cc1 do in these assays?
Apaf1 inhib: -12; SENP8 block-1: -4; SENP6 block: -9; APOBEC3G inh: -11; UBC13 inh: 4; SENP7 inh: 2; SENP8 block-2: -26; SENP1 inh: -1

Results for Cc1cc(C)nc(N2CCC(C(=O)Nc3ccc4c(c3)OCCO4)CC2)n1 ?
Apaf1 inhib: -5; SENP8 block-1: 0; SENP6 block: -4; APOBEC3G inh: -1; UBC13 inh: -4; SENP7 inh: -9; SENP8 block-2: -26; SENP1 inh: 2

What do the screens show for `Cc1cc(=O)oc2cc(OCC(O)Cn3ccnc3)ccc12` (stereo unspecified)?
Apaf1 inhib: 9; SENP8 block-1: 10; SENP6 block: 9; APOBEC3G inh: -3; UBC13 inh: -8; SENP7 inh: 3; SENP8 block-2: -216; SENP1 inh: -1

What do the screens show for `O=C(NCCOc1ccccc1)C1CCC(=O)N(CCN2CCOCC2)C1` (stereo unspecified)?
Apaf1 inhib: 11; SENP8 block-1: -3; SENP6 block: -2; APOBEC3G inh: 3; UBC13 inh: 3; SENP7 inh: 18; SENP8 block-2: 20; SENP1 inh: -1

How did O=C(NCCCn1ccnc1)c1ccc2c(c1)OCCO2 do in these assays?
Apaf1 inhib: -3; SENP8 block-1: 7; SENP6 block: -7; APOBEC3G inh: -4; UBC13 inh: 7; SENP7 inh: 2; SENP8 block-2: 15; SENP1 inh: 1

Results for C=CCNC(=S)N1CCc2[nH]c3ccccc3c2C1 ?
Apaf1 inhib: -3; SENP8 block-1: -6; SENP6 block: -35; APOBEC3G inh: -3; UBC13 inh: 10; SENP7 inh: 15; SENP8 block-2: 11; SENP1 inh: -15

Results for Cc1cc(NC(=O)Nc2ccc(Cl)c(Cl)c2)n(-c2ccccc2)n1 ?
Apaf1 inhib: -1; SENP8 block-1: -7; SENP6 block: -11; APOBEC3G inh: -1; UBC13 inh: 8; SENP7 inh: 1; SENP8 block-2: 11; SENP1 inh: 0

How did O=C(O)c1ccc(NC(=O)c2cccc(S(=O)(=O)Nc3ccc(C(=O)O)cc3)c2)cc1 do in these assays?
Apaf1 inhib: -4; SENP8 block-1: 5; SENP6 block: 14; APOBEC3G inh: 3; UBC13 inh: 0; SENP7 inh: 5; SENP8 block-2: 16; SENP1 inh: 1

What do the screens show for `C=CCNc1nc(Nc2ccc([N+](=O)[O-])cc2)nc(OC)n1`?
Apaf1 inhib: -2; SENP8 block-1: -12; SENP6 block: 0; APOBEC3G inh: -5; UBC13 inh: -7; SENP7 inh: -7; SENP8 block-2: 10; SENP1 inh: -2

What do the screens show for `CN(Cc1ccco1)S(=O)(=O)c1nnc(NC(=O)c2ccccc2Cl)s1`?
Apaf1 inhib: -9; SENP8 block-1: 7; SENP6 block: 4; APOBEC3G inh: 1; UBC13 inh: -4; SENP7 inh: -3; SENP8 block-2: -34; SENP1 inh: -3

Results for CN(C)C(CNc1ccc(C(N)=O)cc1[N+](=O)[O-])c1ccccc1 (stereo unspecified) ?
Apaf1 inhib: 3; SENP8 block-1: 3; SENP6 block: 8; APOBEC3G inh: -2; UBC13 inh: -16; SENP7 inh: 9; SENP8 block-2: 2; SENP1 inh: 1

What do the screens show for `O=C(NC1CCCCC1)C(c1ccc(F)cc1)N(Cc1ccco1)C(=O)CN1C(=O)c2ccccc2S1(=O)=O` (stereo unspecified)?
Apaf1 inhib: 2; SENP8 block-1: 2; SENP6 block: -5; APOBEC3G inh: -5; UBC13 inh: -1; SENP7 inh: 2; SENP8 block-2: 21; SENP1 inh: 3

How did COCCN1C=C2C(=O)C(C)(OC(=O)CCC(=O)OC)C(=O)C(Br)=C2C=C1c1ccc(OC)cc1 (stereo unspecified) do in these assays?
Apaf1 inhib: 77*; SENP8 block-1: 14; SENP6 block: 38; APOBEC3G inh: -5; UBC13 inh: -88; SENP7 inh: 3; SENP8 block-2: -27; SENP1 inh: -64

What do the screens show for `CCOc1ccc(S(=O)(=O)N2CCN(S(=O)(=O)c3ccc(OCC)cc3)C(C)C2)cc1` (stereo unspecified)?
Apaf1 inhib: 13; SENP8 block-1: -9; SENP6 block: 0; APOBEC3G inh: -6; UBC13 inh: -7; SENP7 inh: -2; SENP8 block-2: 5; SENP1 inh: 1

How did Cc1ncc(S(=O)(=O)c2ccccc2)c(-c2ccccc2)n1 do in these assays?
Apaf1 inhib: -14; SENP8 block-1: 0; SENP6 block: -7; APOBEC3G inh: -1; UBC13 inh: 3; SENP7 inh: 1; SENP8 block-2: 30; SENP1 inh: 5

Results for O=C(NC(=O)c1ccccc1)Nc1ccc(Cl)cn1 ?
Apaf1 inhib: -4; SENP8 block-1: 0; SENP6 block: 27; APOBEC3G inh: -2; UBC13 inh: -5; SENP7 inh: 72*; SENP8 block-2: -2; SENP1 inh: 1

How did C#CCC(NC(=O)c1ccc(C(F)(F)F)cc1)C(=O)NCCC (stereo unspecified) do in these assays?
Apaf1 inhib: -1; SENP8 block-1: 5; SENP6 block: 4; APOBEC3G inh: -7; UBC13 inh: 14; SENP7 inh: 5; SENP8 block-2: 4; SENP1 inh: 2

How did CCC1CN(S(=O)(=O)c2cc(-c3cc(C)no3)ccc2OC)c2cc(C)ccc2O1 (stereo unspecified) do in these assays?
Apaf1 inhib: 12; SENP8 block-1: 3; SENP6 block: 1; APOBEC3G inh: 2; UBC13 inh: -21; SENP7 inh: 8; SENP8 block-2: 3; SENP1 inh: 0

How did CC(=O)Nc1ccc(S(=O)(=O)N(C)c2nc3ccccc3nc2Cl)cc1 do in these assays?
Apaf1 inhib: 7; SENP8 block-1: 9; SENP6 block: -8; APOBEC3G inh: -5; UBC13 inh: 4; SENP7 inh: 2; SENP8 block-2: 7; SENP1 inh: -10

How did CN(C)C(=O)Cn1c(SCC(=O)NC2CCCCC2)nc2ccccc21 do in these assays?
Apaf1 inhib: -12; SENP8 block-1: 2; SENP6 block: 2; APOBEC3G inh: -4; UBC13 inh: 3; SENP7 inh: -4; SENP8 block-2: 1; SENP1 inh: 1

How did CN(C)CCCOC(=O)Cc1ccc(Cl)cc1 do in these assays?
Apaf1 inhib: -8; SENP8 block-1: 3; SENP6 block: 3; APOBEC3G inh: 2; UBC13 inh: 1; SENP7 inh: 10; SENP8 block-2: 16; SENP1 inh: 0

What do the screens show for `CC1(C)CC2CC(C)(CN2CC(=O)C(C#N)c2ccccc2)C1` (stereo unspecified)?
Apaf1 inhib: 1; SENP8 block-1: 7; SENP6 block: 6; APOBEC3G inh: 2; UBC13 inh: 2; SENP7 inh: 9; SENP8 block-2: 8; SENP1 inh: -6

Results for COc1ccc(C(=O)N2CC(=O)Nc3ccccc32)cc1S(=O)(=O)N1CCOCC1 ?
Apaf1 inhib: -21; SENP8 block-1: -1; SENP6 block: 11; APOBEC3G inh: -6; UBC13 inh: 19; SENP7 inh: 6; SENP8 block-2: -2; SENP1 inh: 1

How did CSCCC(NC(=O)c1ccc(Cl)cc1)C(=O)OCC(=O)Nc1ccc(C#N)cc1 (stereo unspecified) do in these assays?
Apaf1 inhib: 8; SENP8 block-1: -2; SENP6 block: 3; APOBEC3G inh: -4; UBC13 inh: 11; SENP7 inh: 3; SENP8 block-2: 17; SENP1 inh: 6

What do the screens show for `O=[N+]([O-])c1cccc(-c2nn(-c3ccccc3)cc2CO)c1`?
Apaf1 inhib: 0; SENP8 block-1: 1; SENP6 block: 7; APOBEC3G inh: -7; UBC13 inh: 11; SENP7 inh: -3; SENP8 block-2: 20; SENP1 inh: -2

Results for O=C(Nc1cc([N+](=O)[O-])ccc1Cl)c1cccnc1 ?
Apaf1 inhib: -17; SENP8 block-1: -5; SENP6 block: 6; APOBEC3G inh: -5; UBC13 inh: 4; SENP7 inh: -1; SENP8 block-2: 14; SENP1 inh: 3

What do the screens show for `CC(C)COC(=O)n1c(SCC(N)=O)nc2ccccc21`?
Apaf1 inhib: 2; SENP8 block-1: 2; SENP6 block: -20; APOBEC3G inh: -3; UBC13 inh: -3; SENP7 inh: -14; SENP8 block-2: 18; SENP1 inh: 2

What do the screens show for `COc1ccc(Br)cc1C(=O)Nc1ccc(O)cc1`?
Apaf1 inhib: -4; SENP8 block-1: -11; SENP6 block: -15; APOBEC3G inh: -7; UBC13 inh: 0; SENP7 inh: -2; SENP8 block-2: 16; SENP1 inh: 4

Results for O=C(Nc1ccc(N2CCOCC2)cc1)c1ccc(Br)o1 ?
Apaf1 inhib: -3; SENP8 block-1: 33; SENP6 block: 45; APOBEC3G inh: -10; UBC13 inh: -5; SENP7 inh: 50; SENP8 block-2: 4; SENP1 inh: 1

Results for CCOC(=O)CN1c2ccccc2NC(=O)CC1C (stereo unspecified) ?
Apaf1 inhib: -3; SENP8 block-1: 2; SENP6 block: -3; APOBEC3G inh: -3; UBC13 inh: 2; SENP7 inh: -2; SENP8 block-2: 2; SENP1 inh: -1

What do the screens show for `COc1ccc(NC(=O)NNC(=O)C(C)Oc2ccc3ccccc3c2)cc1` (stereo unspecified)?
Apaf1 inhib: 13; SENP8 block-1: -12; SENP6 block: -17; APOBEC3G inh: -3; UBC13 inh: -5; SENP7 inh: -12; SENP8 block-2: 1; SENP1 inh: 2

What do the screens show for `CCOc1ccc(C(=O)Nc2ccc(C(F)(F)F)n(C)c2=O)cc1`?
Apaf1 inhib: 0; SENP8 block-1: -2; SENP6 block: -14; APOBEC3G inh: -4; UBC13 inh: 13; SENP7 inh: 5; SENP8 block-2: -70; SENP1 inh: -4

Filtered by structure, those above with a nitro group on carbon
What do the screens show for `C=CCNc1nc(Nc2ccc([N+](=O)[O-])cc2)nc(OC)n1`?
Apaf1 inhib: -2; SENP8 block-1: -12; SENP6 block: 0; APOBEC3G inh: -5; UBC13 inh: -7; SENP7 inh: -7; SENP8 block-2: 10; SENP1 inh: -2

Results for CN(C)C(CNc1ccc(C(N)=O)cc1[N+](=O)[O-])c1ccccc1 (stereo unspecified) ?
Apaf1 inhib: 3; SENP8 block-1: 3; SENP6 block: 8; APOBEC3G inh: -2; UBC13 inh: -16; SENP7 inh: 9; SENP8 block-2: 2; SENP1 inh: 1

What do the screens show for `O=[N+]([O-])c1cccc(-c2nn(-c3ccccc3)cc2CO)c1`?
Apaf1 inhib: 0; SENP8 block-1: 1; SENP6 block: 7; APOBEC3G inh: -7; UBC13 inh: 11; SENP7 inh: -3; SENP8 block-2: 20; SENP1 inh: -2

Results for O=C(Nc1cc([N+](=O)[O-])ccc1Cl)c1cccnc1 ?
Apaf1 inhib: -17; SENP8 block-1: -5; SENP6 block: 6; APOBEC3G inh: -5; UBC13 inh: 4; SENP7 inh: -1; SENP8 block-2: 14; SENP1 inh: 3

Compounds as they come (roughly 3.6% active in at least one column).
